EPAC2 agonist – qHTS for Agonist of cAMP-regulated guanine nucleotide exchange factor 4 (EPAC2): primary screen; EPAC2 activation, biochemical qHTS; response scale: 100% = 6.5 mM cAMP response; 360,000 tested, 0.079% active; Potency, µM (series often up to 154 µM), inactives show at the highest dose activation, hits mostly activators; further: potency means the concentration at half of the fitted maximal effect; nearly all actives have a fitted effect of over 50% in size
Target sequence (Q8WZA2 whole entry, looked up): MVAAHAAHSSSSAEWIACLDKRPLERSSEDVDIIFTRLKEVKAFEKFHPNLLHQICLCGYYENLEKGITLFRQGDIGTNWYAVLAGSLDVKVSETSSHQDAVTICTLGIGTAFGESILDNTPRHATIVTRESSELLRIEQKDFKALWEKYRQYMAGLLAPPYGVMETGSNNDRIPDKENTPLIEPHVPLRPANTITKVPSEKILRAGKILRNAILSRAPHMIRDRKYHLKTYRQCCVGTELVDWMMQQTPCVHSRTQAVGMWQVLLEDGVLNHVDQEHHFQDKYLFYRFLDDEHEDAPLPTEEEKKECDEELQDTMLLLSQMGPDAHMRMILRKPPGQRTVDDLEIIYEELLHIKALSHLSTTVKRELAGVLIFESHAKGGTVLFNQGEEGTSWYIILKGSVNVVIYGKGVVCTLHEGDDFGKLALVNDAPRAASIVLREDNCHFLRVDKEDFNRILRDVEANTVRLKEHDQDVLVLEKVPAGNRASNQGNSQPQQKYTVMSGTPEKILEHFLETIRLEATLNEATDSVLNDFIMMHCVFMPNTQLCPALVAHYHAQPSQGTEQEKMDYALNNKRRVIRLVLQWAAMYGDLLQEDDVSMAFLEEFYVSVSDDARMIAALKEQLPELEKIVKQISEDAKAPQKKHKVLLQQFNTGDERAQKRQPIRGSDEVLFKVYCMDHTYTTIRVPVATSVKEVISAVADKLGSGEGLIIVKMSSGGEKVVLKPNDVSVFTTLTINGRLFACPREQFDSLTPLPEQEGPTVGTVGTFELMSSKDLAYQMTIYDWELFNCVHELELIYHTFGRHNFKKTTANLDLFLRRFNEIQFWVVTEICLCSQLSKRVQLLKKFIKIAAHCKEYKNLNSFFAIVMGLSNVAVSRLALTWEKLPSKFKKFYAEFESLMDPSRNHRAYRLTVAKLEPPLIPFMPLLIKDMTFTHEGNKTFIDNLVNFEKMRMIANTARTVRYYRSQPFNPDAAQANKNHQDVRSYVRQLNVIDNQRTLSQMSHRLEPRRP
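Readout is BODIPY fluorescence (480 nm excitation, 540 nm emission), which falls as labeled GDP is exchanged off Rap1B. EPAC2 at 100 nM acted on 250 nM RAP1B-BODIPY-GDP with 50 uM GDP present.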
aSyn rescue – qHTS of alpha-syn Inhibitors | Yeast expressing alpha-synuclein, growth rescue, BacTiter-Glo, 24 h | Potency, µM (highest dose often 46.1 µM), for the others: at the highest dose growth rescue (activation), hits mostly activators | 370,000 tested, 0.14% active; further: potency means the concentration at half of the fitted maximal effect; % of control where 0% means no effect; nearly all actives have a fitted effect of over 65% in size
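Galactose-induced alpha-syn yeast (OD600=0.02, raffinose-pregrown) + pinned cpd, 24 hr, 30 deg C; growth by BacTiter-Glo luminescence. Growth restoration scores as activation.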
D3 antag – qHTS of D3 Dopamine Receptor Antagonist: qHTS | max response, negative = inhibition, % | AID 652054, 2013 | 360,000 tested, 2.5% active | D(3) dopamine receptor (Homo sapiens), P35462 | D3R cells, DiscoveRx beta-arrestin luminescence, antagonist mode; active compounds read low; in the data active means max response below about -50%; inconclusive means no clear call, values can overlap the other calls; further: on the % scale 0 is the no-effect control and ±100 the full control effect; mostly tested at two doses, the higher about 12 µM
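Cells expressing the human receptor were seeded at 1500 cells/well, incubated overnight at 37 degrees C in 5% CO2, then exposed to library compounds with dopamine controls for 90 minutes at 37 degrees C before luminescent detection.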
EPAC2 antag – qHTS for Antagonist of cAMP-regulated guanine nucleotide exchange factor 2 (EPAC2): primary screen; EPAC2 GEF exchange of Rap1B-BODIPY-GDP, fluorescence; Potency, µM (titrated, usually from 114 µM), without a hit: top-dose activity, negative = inhibition, actives largely listed as inhibitors; 360,000 tested, 0.18% active; AID 720708, 2013; further: potency means the concentration at half of the fitted maximal effect; on the % scale 0 is the no-effect control and ±100 the full control effect; nearly all actives have a fitted effect of over 45% in size; many of its hits are not listed in these tables
TDP-43 yeast inh – qHTS of TDP-43 Inhibitors; TDP-43 expressing yeast growth rescue, BacTiter-Glo, 24 h; Potency, µM (highest dose often 46.1 µM), without a hit: top-dose growth rescue (activation), hits mostly activators; 410,000 tested, 1.8% active; further: potency means the concentration at half of the fitted maximal effect; % of control where 0% means no effect; nearly all actives have a fitted effect of over 50% in size
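Luminescence from BacTiter-Glo reports growth of TDP-43-expressing yeast after 24 hr at 30 deg C with compound. Cells were raffinose-pregrown to mid-log, then seeded in galactose medium at OD600=0.02.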
Abeta rescue – qHTS for compounds that reverse cellular toxicity of Amyloid beta (A-beta) peptide in yeast: Primary Screen | yeast expressing A-beta42, growth rescue, OD600, 48 h; response scale: 0% DMSO, 100% iron-clioquinol control | Potency, µM (doses to about 46.1 µM), for inactives: top-dose growth rescue, usual class: activators | 410,000 tested, 0.063% active; further: potency means the concentration at half of the fitted maximal effect; nearly all actives have a fitted effect of over 55% in size
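Yeast growth medium received pinned compounds, then yeast cells expressing toxic A-beta were added; plates incubated at 30 C for 48 hr. Growth read as absorbance at 600 nm, normalized to DMSO and equimolar FeCl3 plus clioquinol controls.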
FUS yeast rescue – qHTS for Suppressors of FUS Proteinopathy: Primary screen using FUS-linked yeast assay; S. cerevisiae FUS-expressing, growth rescue, OD600, 24 h; Potency, µM (highest dose often 76.6 µM), inactives show top-dose growth rescue (activation), most hits filed as activators; 390,000 tested, 0.24% active; AID 1347120, 2019;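 further: potency means the concentration at half of the fitted maximal effect; plate controls were DMSO vehicle for no effect and reference control for full effect; nearly all actives have a fitted effect of over 55% in size; some results filed as inactive show a strong effect at the top dose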
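Galactose (2%) drives FUS expression in yeast precultured in raffinose; seeding density OD 0.005. Test compounds incubated 24hr at 30C and 99% humidity before absorbance at 600 nm was measured.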
DRD3 agonist – qHTS of D3 Dopamine Receptor Agonist: qHTS; D3R DiscoveRx beta-arrestin cells, luminescence, 90 min; 410,000 tested, 0.58% active; D(3) dopamine receptor (Homo sapiens), P35462; max activation, %; in the data active means max activation above about 30%; further: 0% is about no effect; mostly tested at two doses, the higher about 12 µM
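Agonist mode: compounds and dopamine controls were applied to plated cells for 90 min at 37 degrees C after an overnight attachment at 1500 cells/well. Luminescent read-out followed 30 - 60 minutes at room temperature with DiscoveRx detection reagent.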
An asterisk follows results filed as active; ? = inconclusive; / = not tested or not shown; [ ] = another dose, or the depositor's remark. Unless noted, the call rests on the fitted dose curve; in most records, active means well fitted curve in the direction sought with a large enough effect; inconclusive means small, poorly fitted or top-dose-only effect, or another doubt; inactive means no such curve, though single readings can be large; an effect the other way counts as inactive or inconclusive.

structure | EPAC2 agonist | aSyn rescue | D3 antag | EPAC2 antag | TDP-43 yeast inh | Abeta rescue | FUS yeast rescue | DRD3 agonist
Oc1c(N=NC(=S)Nc2ccccc2F)c2ccccc2n1Cc1cccc(Cl)c1 | 7% | 0% | -26 | 9% | 8% | 13% | -12% | -10
COc1ccc([N+](=O)[O-])cc1C1NN=C(c2cccc3ccccc23)S1 (stereo not given) | 2% | 2% | 60 | 0% | ? | 1% | / | 3
CC(=O)c1ccc(NC(=O)[C@@H]2CCCN2C2=NS(=O)(=O)c3ccccc32)cc1 | -3% | 1% | 0 | -5% | 14% | 8% | -20% | -10
O=C(Cc1cccc(NC(=O)C2CCN(S(=O)(=O)c3cccc([N+](=O)[O-])c3)CC2)c1)Nc1cccc(C(=O)N2CCCCC2)c1 | 6% | 3% | 3 | 19% | ? | 10% | 44% | -1
CCn1cc(S(=O)(=O)c2ccccc2)c(=O)c2cc(F)c(N3CCCC3)cc21 | / | / | / | / | 12% | -11% | -6% | 7
Cc1ccnc2nc(C(=O)OCC(=O)c3ccc(Cl)cc3)nn12 | 2% | 2% | 9 | 1% | 18% | 1% | 3% | 1
CC(C)(C)c1ccc(C(=O)Nc2ccc(NC(=O)c3ccc(Cl)c(Cl)c3)cc2)cc1 | / | / | / | / | 9% | -9% | 4% | -6
CCn1c(SCC(=O)NCCc2ccccc2)nnc1C(C)C | 8% | -7% | 12 | -9% | -18% | 6% | -14% | 2
CN(CC(=O)N1CCOCC1)S(=O)(=O)c1cc(Cl)ccc1Cl | 7% | -3% | 3 | 1% | -20% | 2% | 32% | -8
O=C(Nc1ccc(F)cc1)N1CCc2ccccc2C1 | 3% | ? | 14 | 0% | -22% | ? | 10% | -4
COc1ccc(N(CC(=O)NC2CCCCC2C)S(=O)(=O)c2c(C)nn(C)c2C)cc1 (stereo not given) | 7% | 8% | 14 | -9% | 21% | 0% | 0% | 2
CN(CC(=O)Nc1cccc(F)c1)C(=O)c1ccc2c(c1)OCCO2 | 1% | 0% | -18 | 14% | 7% | 8% | 3% | -8
CCOc1ccc(C2CC(=O)c3c([nH]c(C(=O)OC4CCCCCC4)c3C)C2)cc1 (stereo not given) | / | / | / | / | 7% | 1% | -14% | -12
CCNC(=S)NNC(=O)CCc1nc2cc(Cl)ccc2n(Cc2ccccc2)c1=O | 17% | 15% | -7 | -4% | ? | -11% | 31% | -3
CCOc1ccc(NC(=O)c2nn(C)c(C(=O)Nc3ccc(OCC)cc3)c2[N+](=O)[O-])cc1 | -1% | -9% | 11 | 2% | 11% | 12% | 20% | 2
COc1ccc(NS(=O)(=O)c2ccc(-c3coc(C)n3)cc2)c(OC)c1 | -8% | 1% | 12 | 4% | 2% | 3% | 2% | -3
CS(=O)(=O)N1CCN(Cc2ccc([N+](=O)[O-])cc2)CC1 | 10% | 0% | 1 | 3% | -22%[1.82 µM] | -7% | 3% | 4
Cc1cccc(C)c1NC(=O)C(NC=O)c1ccccc1 (stereo not given) | 4% | -8% | -1 | 20% | ? | -24% | ? | -14
O=C(Nc1nccs1)c1cccc(N2C(=O)C3C4C=CC(C4)C3C2=O)c1 (stereo not given) | 0% | -3% | -1 | 1% | -21% | -11% | 31% | -4
Cc1ccc(-n2c(SCC(=O)N3CC(=O)Nc4ccccc43)nc3ccccc3c2=O)cc1 | 1% | 5% | -4 | -11% | 33% | 8% | / | -2
N#CCC(=O)Nc1ccc(C(=O)OCC(=O)NCc2ccc3c(c2)OCO3)cc1 | 9% | -5% | 27 | 6% | 13% | -6% | / | 6
CC(NC(=O)NCc1cccnc1)(C(F)(F)F)C(F)(F)F | -7% | -15% | -1 | 13%[57.1 µM] | -20% | 3% | ? | -5
Cc1cc(NC(=O)CCCN2C(=O)c3cccnc3C2=O)ccc1Br | -1% | 3% | 6 | 1% | 9% | 0% | 2% | 2
CC[C@]12c3[nH]c4ccccc4c3CCN1C(=O)C(CC(=O)NCc1ccco1)C[C@@H]2C(=O)N1CCN(C(=O)C2CC2)CC1 (stereo not given in full) | 9% | 2% | -12 | -3% | -3% | 0% | 0% | -28
CCOC(=O)C1(C)CCN1C(=O)c1cncc(Br)c1 (stereo not given) | 9% | 2% | 0 | -3% | 16% | -11% | -4% | 0
CCOc1ccc(CC2c3cc(OCC)c(OCC)cc3CCN2C(=O)CN2CCN(C)CC2)cc1OCC (stereo not given) | -4% | 7% | -3 | -10% | -7% | -6% | ? | -9
O=C(CCc1ccccc1)NN1C(=O)C2C3C=CC(C3)C2C1=O (stereo not given) | 4% | -4% | -2 | -6% | -11%[0.397 µM] | 3% | -1% | -8
CCCCc1[nH]nc2c1C1(C(=O)N(CC)c3ccccc31)C(C#N)=C(N)O2 (stereo not given) | -1% | -3% | 2 | -1% | 10% | 4% | -4% | 7
O=C(O)c1ccc(NC(=O)C2CCN(S(=O)(=O)c3ccc4c(c3)OCCO4)CC2)cc1 | 5% | 8% | 25 | -18% | 3% | -2% | 13% | 5
O=C(O)c1cc2n(n1)C(C(F)(F)F)CC(c1ccccc1)N2 (stereo not given) | 25%[15.6 µM] | -12% | 0 | -13% | 4% | -8% | 13% | 7
COc1cc(C(=O)NCC2CCCO2)cc(Br)c1OCc1ccccc1 (stereo not given) | 6% | 3% | 20 | -23% | 14µM* | -25% | 29% | -1
NN=C(c1cccc([N+](=O)[O-])c1)c1cccc([N+](=O)[O-])c1 | 11% | -2% | 1 | -8% | 13% | -23% | 28% | -7
CCOc1ccccc1NC(=O)N1CCC(N2CCN(Cc3ccccc3)C(=O)C2=O)CC1 | / | / | / | / | 16% | -18% | 3% | -3
CC1(C)CC(=O)C=C(c2cccnc2)C1 | 12% | 1% | -1 | 5% | -5% | 6% | -17% | -14
COc1ccc(-n2nc(C(=O)NCCc3ccc(OC)c(OC)c3)c3c4ccccc4n(C)c3c2=O)cc1 | / | -2% | / | / | -8% | -18% | -9% | -15
COc1ccc(N=C2S/C(=C\c3cccs3)C(=O)N2CC(C)C)cc1 | 9% | -3% | 7 | -1% | -2% | 0% | -22% | -4
COc1ccc(S(=O)(=O)Nc2cc(C(=O)NC3CCCCCC3)ccc2N2CCOCC2)cc1 | -8% | 1% | -24 | -30% | -12% | 3% | ? | -8
O=[N+]([O-])c1ccc(N2CCCCC2)c(-c2nn[nH]n2)c1 | 10% | 0% | 1 | 8% | 14% | -15% | 23% | 2
O=C(NCCc1ccccc1)c1nc2nc(-c3cccs3)cc(C(F)(F)F)n2n1 | -3% | -1% | ? | -11% | 12% | 7% | ? | 6
CSc1ccccc1C(=O)NC1CCCN(c2ccc(C(F)(F)F)cn2)C1 (stereo not given) | -1% | -1% | 4 | -7% | ? | 22µM* | 3% | 8
Cc1cc[n+](CC(=O)c2cc3ccccc3oc2=O)cc1 | 7% | -2% | 0 | 7% | 28% | -4% | / | 6
Cc1ccc(/C=N/NC(=O)CNC(=O)c2ccc(S(=O)(=O)N(C)C)cc2)cc1 | 11% | -7% | ? | -1% | -16% | -10% | -10% | 3
COc1ccc2nc(NCc3cccnc3)sc2c1 | -3% | 12% | -7 | -11% | 24% | -8% | -12% | 0
Cc1cccc(N2CCN(C(=O)c3cnn(-c4ccccc4Cl)c3C3CCN(C(=O)OC(C)(C)C)CC3)CC2C)c1 (stereo not given) | / | / | / | / | 0% | 8% | -17% | 4
CCC(C)(C)n1nnnc1C(c1ccccc1OC)N1CCSCC1 (stereo not given) | 14% | -4% | 6 | -2% | -5% | 9% | 1% | 3
Cc1c(C(=O)NC(C)C)c(-c2ccccc2)nn1-c1ccccc1 | 6% | -5% | -13 | 0% | 9% | 3% | / | 18
O=C(Nc1ccc(NC(=O)c2ccco2)c(Cl)c1)c1cccc([N+](=O)[O-])c1 | 15% | -3% | -14 | 1% | -12% | 0% | 35% | -10
O=c1sc2ccccc2c(N2CCCC2)c1[N+](=O)[O-] | -2% | -25% | -14 | 12% | -19% | 1% | -25% | -11
COC(=O)c1ccc(C(=O)N2CCCC(Nc3ccc(C(C)C)cc3)C2)nc1 (stereo not given) | -3% | 0% | 16 | 1% | 14% | -12% | 9% | -4
Cc1cc(SCC(=O)Nc2ccc(O)cc2)n2ncc(-c3ccccc3)c2n1 | -18% | 2% | 10 | -10% | -3% | 7% | -6% | 15
CC(C)c1nc(SCC(=O)N2CC(=O)Nc3ccccc32)c2ccccc2n1 | -12% | 2% | 18 | -3% | -19% | -6% | -21% | 9
COc1ccc(C(CNC(=O)c2c(C)nn(Cc3ccccc3)c2Cl)N2CCOCC2)cc1 (stereo not given) | 5% | -1% | -18 | -15% | -2% | -21% | -18% | -7
CNC(=O)C(=O)NCC1OCCCN1S(=O)(=O)c1ccc(F)cc1C (stereo not given) | 12% | -1% | 6 | 5% | -1% | 0% | 1% | -3
CC(C)Cn1c(N)c(C(=O)CSc2nccn2C)c(=O)n(C)c1=O | -5% | -6% | 20 | -6% | 5% | -8% | -2% | -7
Cc1nc(C(=O)NNC(=O)Nc2ccc(Cl)cc2)cs1 | 1% | 5% | -3 | 4% | 23% | 17% | 2% | 7
Cc1sc2nc(C)n(/N=C/c3ccccc3)c(=O)c2c1C | -5% | / | 4 | 14% | 19% | 12% | 3% | 0
O=C(O)c1ccc(-c2cccc(Cl)c2)o1 | 6% | 11% | ? | -5% | -7% | -1% | 23% | 5
Cc1ccc(N2CCn3c2nc2c3c(=O)n(C/C=C/c3ccccc3)c(=O)n2C)cc1C | / | / | / | / | 16% | 8% | -21% | 5

Reformatted with two lines to a compound: three of the compounds above
Every second line gives: EPAC2 agonist, aSyn rescue, D3 antag, EPAC2 antag, TDP-43 yeast inh, Abeta rescue, FUS yeast rescue, DRD3 agonist
CC(C)Cn1c(N)c(C(=O)CSc2nccn2C)c(=O)n(C)c1=O
 : -5%, -6%, 20, -6%, 5%, -8%, -2%, -7
Cc1nc(C(=O)NNC(=O)Nc2ccc(Cl)cc2)cs1
 : 1%, 5%, -3, 4%, 23%, 17%, 2%, 7
Cc1sc2nc(C)n(/N=C/c3ccccc3)c(=O)c2c1C
 : -5%, /, 4, 14%, 19%, 12%, 3%, 0

High-throughput results (PubChem BioAssay)

This is a subset; rates above refer to the full screens.
